Bioassay records as filed in PubChem.
GLS inhibitor – blocks human kidney-isoform glutaminase activity; Potency, µM (titrated, usually from 45.5 µM), without a hit: at the highest dose activity change, negative = inhibition, most hits filed as inhibitors; GLS enzymatic activity, qHTS titration; 0.21% of 410,000 active; O94925; further: on the % scale 0 is the no-effect control and ±100 the full control effect
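hKGA; 45 mM KH2PO4 pH 8.2 + 0.02% Tween-20; cpd via pin tool; 1 mM Gln soln; GluOx/HRP/Amplex Red; RT 30 min; fluor. t0 & final.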
ERG Ets-DNA blk – inhibitors of human ERG Ets domain-DNA interaction | AID 624246 | P11308 | fluorescence polarization, His-ERG Ets domain / labelled DNA | 0.028% of 370,000 active | Potency, µM (top dose mostly 76.9 µM), inactives show top-dose FP activity, negative = inhibition, most hits filed as inhibitors; active means well fitted inhibition curve with a large enough effect in the polarisation, with a control signal flat; inconclusive means small, poorly fitted or top-dose-only effect, or effect the other way, or a change in a side signal; inactive means no such curve, though single readings can be large or run the other way; the % refers to the polarisation;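 further: polarization taken with two DNA probes labelled with fluorescein and Texas red; % of control where 0% means no effect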
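His-tagged ERG Ets domain (1 uM in the protein solution; 300mM KCl, 50mM Tris-HCl, 1mM EDTA, 1mM DTT, pH 7.5) received compound, then a probe mix of 5 nM fluorescein-DNA and 100nM Texas-615-DNA. Fluorescence polarization was read for both dyes.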
HP1b chromo inh – inhibitors of HP1-beta chromodomain binding to methylated histone tails. P83916. AlphaScreen HP1-beta / biotin-H3K9me3 peptide binding. Potency, µM (series often up to 114 µM), for the others: at the highest dose activity change, negative = inhibition, usual class: inhibitors. 0.56% of 390,000 active; further: nearly all actives have a fitted effect of over 70% in size; inactives centre near 23
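AlphaScreen: HP1-beta (50 nM) preformed 30 min with biotin-H3(1-18)K9me3 peptide (50 nM) in PBS pH 7.4, 0.01% Tween-20. Compound added for 30 min at RT, then streptavidin donor/nickel chelate acceptor beads (10 ug/mL) for 30 min.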
TrxR1 inh – rat TrxR1 inhibition. O89049. recombinant rTrxR1, NADPH fluorescence consumption, selenite substrate. Potency, µM (doses to about 114 µM), inactives show top-dose activity change, negative = inhibition, actives largely listed as inhibitors. 1% of 390,000 active; further: on the % scale 0 is the no-effect control and ±100 the full control effect; nearly all actives have a fitted effect of over 65% in size
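Rat TrxR1 (90 nM in the dispensed reagent) was pre-reduced with 400 uM NADPH for 5 min at room temperature, then incubated with compound for 15 min. After 400 uM selenite was added, NADPH fluorescence (Ex 340/Em 450 nm) was followed for 8 min.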
Pin1 inhibitor – blocks the human prolyl isomerase Pin1 | Pin1 FP peptide displacement, HiFluor488, 10 min | 0.009% of 390,000 active | Q13526 | Potency, µM (top dose mostly 115 µM), inactives show at the highest dose activity, negative = inhibition, actives largely listed as inhibitors; active means well fitted inhibition curve with a large enough effect in the polarisation, with a control signal flat, not every such curve was filed as active; inconclusive means small, poorly fitted or top-dose-only effect, or effect the other way, or a change in a side signal; inactive means no such curve, though single readings can be large or run the other way; the % refers to the polarisation; further: on the % scale 0 is the no-effect control and ±100 the full control effect
12-LOX inh – blocks human arachidonate 12S-lipoxygenase; P18054; purified 12hLO, xylenol orange hydroperoxide absorbance; Potency, µM (top dose mostly 108 µM), without a hit: top-dose activity change, negative = inhibition, actives largely listed as inhibitors; 1.1% of 580,000 active; AID 1671190; further: on the % scale 0 is the no-effect control and ±100 the full control effect
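Purified human 12hLO (150 nM final) in 25 mM Hepes, 0.01% Triton X-100, pH 7.0 was preincubated 15 min at room temperature with compound. Then 40 uM arachidonic acid was added, 30 min. Hydroperoxide was read by Fe-XO absorbance ratio 573/405 nm.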
JMJD2A Tudor – JMJD2A Tudor domain (human) inhibition. O75164. AlphaScreen JMJD2A-Tudor / H3K4me3 peptide binding. Potency, µM (series often up to 114 µM), inactives show at the highest dose activity change, negative = inhibition, actives largely listed as inhibitors. 4.4% of 390,000 active. AID 504339; further: on the % scale 0 is the no-effect control and ±100 the full control effect; nearly all actives have a fitted effect of over 50% in size
Target sequence (O75164 whole entry, looked up, the tested form may be a part): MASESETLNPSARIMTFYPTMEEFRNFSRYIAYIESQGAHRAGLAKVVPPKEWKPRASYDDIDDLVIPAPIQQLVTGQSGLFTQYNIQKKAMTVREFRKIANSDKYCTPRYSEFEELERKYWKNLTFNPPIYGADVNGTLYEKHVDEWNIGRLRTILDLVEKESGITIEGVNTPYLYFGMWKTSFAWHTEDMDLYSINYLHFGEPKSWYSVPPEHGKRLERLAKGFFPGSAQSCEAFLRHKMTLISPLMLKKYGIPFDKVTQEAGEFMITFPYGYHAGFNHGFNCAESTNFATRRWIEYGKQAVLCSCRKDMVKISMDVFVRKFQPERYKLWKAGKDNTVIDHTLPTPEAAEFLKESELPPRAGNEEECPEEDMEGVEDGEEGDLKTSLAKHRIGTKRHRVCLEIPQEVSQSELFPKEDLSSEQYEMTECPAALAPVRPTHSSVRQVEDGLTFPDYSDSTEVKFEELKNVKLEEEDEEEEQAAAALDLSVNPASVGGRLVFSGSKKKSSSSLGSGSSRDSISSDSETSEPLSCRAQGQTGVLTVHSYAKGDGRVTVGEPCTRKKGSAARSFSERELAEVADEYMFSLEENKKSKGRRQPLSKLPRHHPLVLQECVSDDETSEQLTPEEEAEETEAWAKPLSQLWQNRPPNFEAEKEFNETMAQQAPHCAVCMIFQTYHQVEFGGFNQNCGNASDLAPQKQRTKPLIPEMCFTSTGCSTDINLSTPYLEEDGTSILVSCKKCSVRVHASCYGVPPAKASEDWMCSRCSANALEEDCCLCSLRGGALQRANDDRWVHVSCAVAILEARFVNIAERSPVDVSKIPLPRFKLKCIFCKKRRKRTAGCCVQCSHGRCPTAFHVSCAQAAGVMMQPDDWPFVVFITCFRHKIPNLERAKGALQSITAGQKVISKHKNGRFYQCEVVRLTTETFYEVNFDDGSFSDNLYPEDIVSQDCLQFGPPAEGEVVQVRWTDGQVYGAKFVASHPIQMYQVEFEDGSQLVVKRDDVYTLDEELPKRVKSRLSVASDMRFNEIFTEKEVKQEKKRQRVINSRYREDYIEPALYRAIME
RGS4 inhibitor – human RGS4 inhibition; P49798; Transcreener GDP fluorescence polarization, RGS4-accelerated GTP hydrolysis; Potency, µM (top dose mostly 114 µM), for inactives: at the highest dose activity change, negative = inhibition, actives largely listed as inhibitors; 0.039% of 390,000 active; further: on the % scale 0 is the no-effect control and ±100 the full control effect; nearly all actives have a fitted effect of over 75% in size; some results filed as inactive show a strong effect at the top dose
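MLSMR compounds (23 nl, pin-transferred) preincubated 10 min at room temperature with a 500nM (2x) first reagent, then RGS4 at 900nM (2x) plus Transcreener GDP mix added; fluorescence polarization (620/688 nm) read before and after 90 min at 30 °C.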
PGK inhibitor – T. brucei PGK inhibition | P07378 | PGK/GAPDH coupled, Kinase-Glo luminescence, 60 min | Potency, µM (series often up to 57.5 µM), for the others: at the top dose activity change, negative = inhibition, hits mostly inhibitors | 0.043% of 380,000 active | AID 602233; further: on the % scale 0 is the no-effect control and ±100 the full control effect; nearly all actives have a fitted effect of over 60% in size
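Recombinant glycosomal PGK reaction used 1,3-bisphosphoglycerate generated in-well by GAPDH (100nM final) in 100mM TEA pH 7.6, 5mM MgCl2, 0.01% Tween-20. After 60 minutes at room temperature, ATP was read by Kinase-Glo Plus luminescence end-point.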
An asterisk follows results filed as active; i = inactive; ? = inconclusive; & = joins results of further samples; [ ] = another dose, or the depositor's remark. Unless noted, the call rests on the fitted dose curve; in most records, active means well fitted curve in the direction sought with a large enough effect; inconclusive means small, poorly fitted or top-dose-only effect, or another doubt; inactive means no such curve, though single readings can be large; an effect the other way counts as inactive or inconclusive. Potency means the concentration at half of the fitted maximal effect. The list is partial; count on the stated rates, not on these rows.

SMILES | GLS inhibitor | ERG Ets-DNA blk | HP1b chromo inh | TrxR1 inh | Pin1 inhibitor | 12-LOX inh | JMJD2A Tudor | RGS4 inhibitor | PGK inhibitor
CC1CCCN(C(=O)CSc2nc3ccccc3o2)C1 (stereo not given) | -10% | -2% | 50%[activator] | 29% | -5% | 0% | -1% | -14% | -5%
CC1CCN(S(=O)(=O)c2cccc(C(=O)NC3CCCC3)c2)CC1 | -1% | -11% | 27% | -9% | 0% | -3% | -12% | 9% | -4%
Cc1ccccc1NC(=O)C1CCCN1S(=O)(=O)c1ccccc1C(F)(F)F (stereo not given) | 1% | 4% | 31% | 4% | 4% | 22% | -8% | 17% | -3%
O=C(/C=C\Nc1ccc(S(=O)(=O)Nc2ncccn2)cc1)c1cccc2ccccc12 | 14% | -1% | 39% | 9% | ? | 2% | -17% | 7% | -1%
CC(C)CC(=O)Nc1ccc(-c2cn3ccsc3n2)cc1 | 3% | -8% | 17% | 14%[57.1 µM] | 8% | -4% | -5% | -29% | -2%
Cc1ccc(C)c(N2CCN(C(=O)C3CCN(S(=O)(=O)c4cccc5nsnc45)CC3)CC2)c1 | 0% | -1% | -12% | -14%[57.1 µM] | 18% | ? | ? | -20% | -3%
CC(C)CNS(=O)(=O)c1cc(C(=O)O)c(Cl)cc1Cl | -3% | 3% | 19% | 4% | 1% | -17% | 1%[11.4 µM] | 29%[11.4 µM] | 11%
CCC(=O)N1c2ccccc2NC2=C(C(=O)CCC2)C1c1cccnc1 (stereo not given) | 10% | 6% | 27% | -17% | -3% | 0% | -1% | 2% | i
CC1(C)CC(=O)c2sc(NC(=O)C3CC3)nc2C1 | -9% | 5% | 43%[activator] | -2% | 1% | 26%[57.4 µM] | -8% | -10% | -9%
O=C(COC(=O)Cc1ccc(Cl)cc1)NCc1cccs1 | -3% | -11% | 50%[activator] | 10% | 0% | 2% | -3% | 14% | -4%
Cc1cc(C)c(S(C)(=O)=O)c(N(C)N)n1 | 12% | 0% | 31% | 20% | -3% | 16% | -9% | 1% | -1%
O=C(CSc1ncnc2c1cnn2-c1ccccc1)Nc1ccc2c(c1)OCO2 | 1% | -12% | 31% | 0% | 3% | 0% | -3% | -14% | i

Retrieved one by one from above, three records:
SMILES | GLS inhibitor | ERG Ets-DNA blk | HP1b chromo inh | TrxR1 inh | Pin1 inhibitor | 12-LOX inh | JMJD2A Tudor | RGS4 inhibitor | PGK inhibitor
Cc1cc(C)c(S(C)(=O)=O)c(N(C)N)n1 | 12% | 0% | 31% | 20% | -3% | 16% | -9% | 1% | -1%
CC1CCN(S(=O)(=O)c2cccc(C(=O)NC3CCCC3)c2)CC1 | -1% | -11% | 27% | -9% | 0% | -3% | -12% | 9% | -4%
CC1CCCN(C(=O)CSc2nc3ccccc3o2)C1 (stereo not given) | -10% | -2% | 50%[activator] | 29% | -5% | 0% | -1% | -14% | -5%

(list continues)
SMILES | GLS inhibitor | ERG Ets-DNA blk | HP1b chromo inh | TrxR1 inh | Pin1 inhibitor | 12-LOX inh | JMJD2A Tudor | RGS4 inhibitor | PGK inhibitor
COCc1c(Br)c(C)[nH]c(=O)c1C#N | 10% | 4% | 20% | 16%[57.1 µM] | -10% | 82%[activator] | 0% | -14% | 1%
O=[N+]([O-])c1ccc(O)c(Nc2ncnc3ccc(Br)cc23)c1 | 9% | 8% | ? | 4%[57.1 µM] | ? | ? | -31% | -10% | -22%
Cc1nnc(SCC(=O)NNC(=O)COc2ccc(Cl)cc2)s1 | 4% | -7% | 15% | 6%[57.1 µM] | 2% | 11% | -15% | 0% | -9%
N#Cc1c(-n2ncnc2-c2ccc(F)cc2)sc2c1CCCCC2 | -5% | 0% | ? | -1% | 35%[activator] | -12% | ? | -3% | -14%
COc1ccc(C)cc1S(=O)(=O)N(CC(=O)Nc1cccc([N+](=O)[O-])c1)c1ccc(C)c(C)c1 | 2% | 0% | 1% | 12% | -3% | -8% | -34% | 5% | -4%
CCS(=O)(=O)NCC(c1cccnc1)N1CCN(c2ccc(OC)cc2)CC1 (stereo not given) | 63%[activator] | 6% | 26% | 14% | 3% | -2% | -19% | -11% | 0%
CN1CCN(C(=O)c2cnn(-c3ccccc3)c2NC(=O)c2cccs2)CC1 | -8% | 5% | 34% | 22% | -1% | -12% | -7% | -2% | 2%
CC(=O)Nc1ccc(NC(=O)Nc2cccc3ccccc23)cc1 | -1% | 4% | 20% | 15% | -9% | 479%[activator] | -4% | 6% | -1%
Cc1noc(C)c1COc1cccc(C(=O)Nc2ccccc2)c1 | -1% | 12% | 14% | 24% | -6% | 400%[activator] | -19% | 30% | -5%
CCOC(=O)C1=C(COC(=O)C2(C)CC2(Cl)Cl)NC(=O)NC1c1ccccc1 (stereo not given) | -7% | 13% | 58%[activator] | 19% | -4% | -18% | -12% | 5% | i
CC(=O)Nc1sc(/C(C#N)=C\c2cccc(Cl)c2)nc1-c1ccc(C)cc1 | 2% | 2% | 44%[activator] | 14% | ? | -9% | -3% | -30% | i
Cc1cs/c(=N\N=C\c2ccccc2)n1Cc1ccco1 | 16% | -3% | ? | -9% | 0% | -6% | 35µM* | -25% | -4%
CSc1nc(C)cc(Oc2ccc(=O)n(C)n2)n1 | -13% | 6% | -2% | -7% | -10% | -16% | -9% | 11% | -1%
COc1ccc(-c2cn[nH]c2N)cc1 | 1% | -2% | 20% | 9%[57.1 µM] | -2% | 1% | -19% | -17% | -4%
COc1ccc(CNC(=O)c2oc3c(c2C)-c2nn(Cc4ccc(Cl)cc4)cc2CC3)cc1 | -4% | 9% | 31% | 25% | ? | ? | -6% | -4% | -6%
Cc1ccnc(SCCn2c(N3CCN(c4ccccc4)CC3)nc3c2c(=O)[nH]c(=O)n3C)n1 | 6% | -2% | 35% | 6%[57.1 µM] | 4% | 19% | -35% | 28% | 3%
CCOC(=O)CN(C(=O)CSc1nnc2c(n1)[nH]c1ccc(F)cc12)c1ccccc1 | 22% | 3% | 4% | -3% | -3% | -23% | -25% | -20% | i
COc1ccc(Cl)cc1CN1C(=O)NC2(CCCCCC2)C1=O | -3% | 3% | -19% | 8% | 1% | ? | -17% | -7% | 1%
CCCOC(=O)C1=C(C)NC(=O)NC1c1cccc2ccccc12 (stereo not given) | 10% | 18% | 37% | 22% | -4% | 4% | -10% | 31% | -1%
Cc1ccc(NC2CC(=O)N(c3cccc([N+](=O)[O-])c3)C2=O)cc1 (stereo not given) | ? | -1% | 4% | 16%[57.1 µM] | -3% | 9% | -15% | -1% | 0%
CN(/N=C/c1ccco1)C1=NS(=O)(=O)c2ccccc21 | -3% | -7% | 40%[activator] | 15% | 10% | -2% | -1% | 4% | 7%
O=C(NCC1CCOCC1)c1cc(COc2cccc(C(F)(F)F)c2)on1 | 4% | 8% | 76%[activator] | 0% | -5% | -9% | -13% | 13%[56.9 µM] | 6%
Cc1cc(C)c(C(=O)NC2CCCc3c2cnn3-c2ccc(C)c(C)c2)c(=O)[nH]1 (stereo not given) | 10% | 5% | 15% | 22% | 0% | 3% | -7% | 19% | -7%
Cc1c(C)n(CCO)c2ncnc(Nc3ccc(F)cc3)c12 | 7% | -6% | 3% | 8% | -4% | 0% | -24% | 2% | 9%
COC(=O)C(Cc1ccccc1)NC(=O)CCCC(=O)NCc1cccc(OC)c1 (stereo not given) | -6% | 5% | 40%[activator] | 22% | 2% | 6% | -5% | -8% | i
C/C(N)=C(/C#N)C(=O)CSc1nnc(Nc2c(C)cccc2C)s1 | -14%&-14% | 8%&-10% | ? | ? | ? | -16%&24% | 56µM* | -8%&-24% | ?
CN(CCc1ccccc1)C(=O)CCc1nnc(Cc2ccc3c(c2)OCO3)o1 | 2% | -3% | 3% | -3% | 6% | 1% | -18% | -9% | 4%
CCOc1cccc(C(=O)Nc2ccc3ccccc3c2)c1 | -1% | 0% | 42%[activator] | 12% | 3% | -2% | 4% | -6% | -3%
CCOC(=O)N1CCN(Cc2nc3cc([N+](=O)[O-])ccc3n2C(C)C)CC1 | -5% | -2% | 31% | 16% | -5% | -15% | -12% | 5% | -8%
CC(=O)/C(=N\Nc1ccccc1Cl)Sc1cccc2cccnc12 | 2% | 6% | -13% | 17%[57.1 µM] | 1% | -19% | -26% | 2% | -15%
CCN(CC)C(=O)CSc1nnc(NC(=O)CCc2ccccc2)s1 | 0% | -8% | 27% | -1% | 0% | ? | -4% | -34% | i
COc1cc(NC(=O)Cc2c(C(=O)O)n(C)c3ccccc23)cc(OC)c1OC | 8% | -2% | -16% | 13% | -5% | ? | -13% | -4% | -8%
CCOC(=O)C1(Cc2cccc(Cl)c2)CCCN(C(=O)c2ccc(COC)s2)C1 (stereo not given) | -16% | -12% | 29% | 12%[57.1 µM] | 1% | 1% | 1% | -1% | -1%
Cc1ccccc1NC(=S)N(CCN1CCOCC1)Cc1ccccc1F | 8% | 8% | 0% | 10%[57.1 µM] | 3% | 0% | -18% | -38% | -8%
CCOc1c(Cl)cc(Cl)cc1CNCCNCCO | 23% | -2% | 21% | 12% | -2% | 9% | ? | 10% | -21%
COC(=O)C(NNc1ccc(F)cc1)(NC(=O)c1ccccc1)C(F)(F)F (stereo not given) | 25% | -11% | 24% | -20% | -10% | ? | -17% | -21% | 8%
COc1cccc(NC(=O)CN(C)C(=O)CCCc2nc3ccccc3s2)c1 | -1% | 4% | 10% | -10% | 2% | -19% | -18% | 23% | -14%
CC(=O)c1ccc(OC(=O)CCc2nc3ccccc3s2)cc1 | 7% | 4% | 36% | ? | -10% | -22% | -17% | ? | -15%
